# p53 reactivation – mutant p53 re-activation in reporter cells. H1299 p53-A138V BP100-luciferase reporter, luminescence, 24 h. Potency, µM (titrated, usually from 92.2 µM), without a hit: at the highest dose activity change, positive = activation, actives largely listed as activators. 0.063% of 320,000 active. AID 504706; further: potency means the concentration at half of the fitted maximal effect; % of control where 0% means no effect; nearly all actives have a fitted effect of over 45% in size
#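 p53-null H1299 cells stably carrying temperature-sensitive p53-A138V and a BP100-luciferase reporter were pinned with compounds (4-point, 1:5 series) and held 24 hrs at 37 deg C. Luminescence was read 10 min after detection reagent.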
# A-T KAP1 phos – potential ataxia-telangiectasia treatments restoring KAP-1 phosphorylation | 0.19% of 320,000 active | Potency, µM (titrated, usually from 57.5 µM), inactives show at the highest dose activation, usual class: activators | […] A-T fibroblasts, KAP-1 phosphorylation AlphaLISA; neocarzinostatin DNA damage 30 min before lysis; further: potency means the concentration at half of the fitted maximal effect; % of control where 0% means no effect; nearly all actives have a fitted effect of over 45% in size
#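 hTERT-immortalized A-T patient fibroblasts ([…]), 500 cells/well in OPTI-MEM, 1% FBS, got compounds for 60 min, then NCS for 30 min at 37C. Lysates were then assayed for phospho-KAP-1 by AlphaLISA (anti-pKAP1 donor, anti-KAP1 acceptor beads), 6 hr at 25C.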
# B2AR arrestin – agonists driving beta-arrestin recruitment to human beta2-adrenergic receptor | P07550 | beta-arrestin recruitment to beta2AR, cell-based reporter | Potency, µM (highest dose often 46.1 µM), without a hit: top-dose activation, actives largely listed as activators | 0.02% of 330,000 active;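 further: potency means the concentration at half of the fitted maximal effect; 0% = DMSO controls and full agonism = EC100 isoproterenol or metaproterenol; nearly all actives have a fitted effect of over 65% in size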
# a7 integrin act – activators of alpha7 integrin expression for muscular dystrophy. alpha7betagal myoblasts, beta-gal FDG fluorescence, 48 h. Potency, µM (highest dose often 38.3 µM), inactives show top-dose activation, hits mostly activators. 0.064% of 350,000 active. AID 624291;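 further: potency means the concentration at half of the fitted maximal effect; 100% = response of the positive control SU9516; nearly all actives have a fitted effect of over 60% in size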
#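 Alpha7betagal+/- myoblasts (passage 13) were plated 16-24 hr, then exposed to compounds (1:260 dilution of DMSO stock) for 48 hours at 37C. After MPER lysis, β-galactosidase reporter activity was read as FDG fluorescence (ex 480/em 540) after 30 minutes.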
# TRPV1 agonist – agonists of human vanilloid receptor 1 (TRPV1); TRPV1-expressing cells, Fluo-8 calcium influx, agonist mode; activation, % at 8.33 µM; 0.19% of 320,000 active; in the data active means activation above about 80%; inconclusive means between about 30% and that limit; further: 0% is about no effect
#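 Cells expressing TRPV1 were dye-loaded with Fluo-8 and read kinetically: 10 s baseline, 3 min after compound (agonist portion), then 2 min after EC20 capsaicin (allosteric enhancer portion). Calcium-bound dye fluorescence at 480/520 nm.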
# TCR act – activators of T cell receptors | primary human leukocytes, anti-CD3, IL-2 HTRF, 48 h | Potency, µM (doses to about 9.22 µM), for inactives: at the top dose activation of IL-2 secretion, hits mostly activators | 330,000 tested, under 10 active | AID 504894; further: % of control where 0% means no effect
#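 HTRF read-out of IL-2 secretion: europium cryptate donor excited at 320nm, d2 acceptor emission at 665nm. Cells were primary human leukocytes incubated 48 hr with compounds and a-CD3 beads, supplying TCR signal only.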
# PTAP TSG101 blk – blocks PTAP/TSG101 interaction to inhibit HIV-1 budding | Potency, µM (top dose mostly 115 µM), for inactives: at the top dose activity change, negative = inhibition, usual class: inhibitors | Fluorescence polarization, FITC-PTAP peptide / Tsg101 binding | 340,000 tested, under 10 active | Q99816; active means well fitted inhibition curve with a large enough effect in the main read-out, with a control signal flat, not every such curve was filed as active; inconclusive means small, poorly fitted or top-dose-only effect, or effect the other way, or a change in a side signal; inactive means no such curve, though single readings can be large or run the other way; further: potency means the concentration at half of the fitted maximal effect; % of control where 0% means no effect
#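 Steps: Tsg101 binding domain dispensed (10 uM final), compounds pinned in DMSO, FITC-labeled PTAP-motif peptide added (50 nM final); after 20 min binding at room temperature, polarization measured.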
# MLL CXXC-DNA inh – blocks binding of human MLL CXXC domain to DNA. Q03164. MLL-CXXC / FITC-HOXA9 DNA fluorescence polarization. Potency, µM (titrated, usually from 115 µM), without a hit: at the top dose activity change, negative = inhibition, actives largely listed as inhibitors. 0.037% of 290,000 active; active means well fitted inhibition curve with a large enough effect in the polarisation, with a control signal flat, not every such curve was filed as active; inconclusive means small, poorly fitted or top-dose-only effect, or effect the other way, or a change in a side signal; inactive means no such curve, though single readings can be large or run the other way; the % refers to the polarisation; further: potency means the concentration at half of the fitted maximal effect
# Target sequence (Q03164 whole entry, looked up, the tested form may be a part): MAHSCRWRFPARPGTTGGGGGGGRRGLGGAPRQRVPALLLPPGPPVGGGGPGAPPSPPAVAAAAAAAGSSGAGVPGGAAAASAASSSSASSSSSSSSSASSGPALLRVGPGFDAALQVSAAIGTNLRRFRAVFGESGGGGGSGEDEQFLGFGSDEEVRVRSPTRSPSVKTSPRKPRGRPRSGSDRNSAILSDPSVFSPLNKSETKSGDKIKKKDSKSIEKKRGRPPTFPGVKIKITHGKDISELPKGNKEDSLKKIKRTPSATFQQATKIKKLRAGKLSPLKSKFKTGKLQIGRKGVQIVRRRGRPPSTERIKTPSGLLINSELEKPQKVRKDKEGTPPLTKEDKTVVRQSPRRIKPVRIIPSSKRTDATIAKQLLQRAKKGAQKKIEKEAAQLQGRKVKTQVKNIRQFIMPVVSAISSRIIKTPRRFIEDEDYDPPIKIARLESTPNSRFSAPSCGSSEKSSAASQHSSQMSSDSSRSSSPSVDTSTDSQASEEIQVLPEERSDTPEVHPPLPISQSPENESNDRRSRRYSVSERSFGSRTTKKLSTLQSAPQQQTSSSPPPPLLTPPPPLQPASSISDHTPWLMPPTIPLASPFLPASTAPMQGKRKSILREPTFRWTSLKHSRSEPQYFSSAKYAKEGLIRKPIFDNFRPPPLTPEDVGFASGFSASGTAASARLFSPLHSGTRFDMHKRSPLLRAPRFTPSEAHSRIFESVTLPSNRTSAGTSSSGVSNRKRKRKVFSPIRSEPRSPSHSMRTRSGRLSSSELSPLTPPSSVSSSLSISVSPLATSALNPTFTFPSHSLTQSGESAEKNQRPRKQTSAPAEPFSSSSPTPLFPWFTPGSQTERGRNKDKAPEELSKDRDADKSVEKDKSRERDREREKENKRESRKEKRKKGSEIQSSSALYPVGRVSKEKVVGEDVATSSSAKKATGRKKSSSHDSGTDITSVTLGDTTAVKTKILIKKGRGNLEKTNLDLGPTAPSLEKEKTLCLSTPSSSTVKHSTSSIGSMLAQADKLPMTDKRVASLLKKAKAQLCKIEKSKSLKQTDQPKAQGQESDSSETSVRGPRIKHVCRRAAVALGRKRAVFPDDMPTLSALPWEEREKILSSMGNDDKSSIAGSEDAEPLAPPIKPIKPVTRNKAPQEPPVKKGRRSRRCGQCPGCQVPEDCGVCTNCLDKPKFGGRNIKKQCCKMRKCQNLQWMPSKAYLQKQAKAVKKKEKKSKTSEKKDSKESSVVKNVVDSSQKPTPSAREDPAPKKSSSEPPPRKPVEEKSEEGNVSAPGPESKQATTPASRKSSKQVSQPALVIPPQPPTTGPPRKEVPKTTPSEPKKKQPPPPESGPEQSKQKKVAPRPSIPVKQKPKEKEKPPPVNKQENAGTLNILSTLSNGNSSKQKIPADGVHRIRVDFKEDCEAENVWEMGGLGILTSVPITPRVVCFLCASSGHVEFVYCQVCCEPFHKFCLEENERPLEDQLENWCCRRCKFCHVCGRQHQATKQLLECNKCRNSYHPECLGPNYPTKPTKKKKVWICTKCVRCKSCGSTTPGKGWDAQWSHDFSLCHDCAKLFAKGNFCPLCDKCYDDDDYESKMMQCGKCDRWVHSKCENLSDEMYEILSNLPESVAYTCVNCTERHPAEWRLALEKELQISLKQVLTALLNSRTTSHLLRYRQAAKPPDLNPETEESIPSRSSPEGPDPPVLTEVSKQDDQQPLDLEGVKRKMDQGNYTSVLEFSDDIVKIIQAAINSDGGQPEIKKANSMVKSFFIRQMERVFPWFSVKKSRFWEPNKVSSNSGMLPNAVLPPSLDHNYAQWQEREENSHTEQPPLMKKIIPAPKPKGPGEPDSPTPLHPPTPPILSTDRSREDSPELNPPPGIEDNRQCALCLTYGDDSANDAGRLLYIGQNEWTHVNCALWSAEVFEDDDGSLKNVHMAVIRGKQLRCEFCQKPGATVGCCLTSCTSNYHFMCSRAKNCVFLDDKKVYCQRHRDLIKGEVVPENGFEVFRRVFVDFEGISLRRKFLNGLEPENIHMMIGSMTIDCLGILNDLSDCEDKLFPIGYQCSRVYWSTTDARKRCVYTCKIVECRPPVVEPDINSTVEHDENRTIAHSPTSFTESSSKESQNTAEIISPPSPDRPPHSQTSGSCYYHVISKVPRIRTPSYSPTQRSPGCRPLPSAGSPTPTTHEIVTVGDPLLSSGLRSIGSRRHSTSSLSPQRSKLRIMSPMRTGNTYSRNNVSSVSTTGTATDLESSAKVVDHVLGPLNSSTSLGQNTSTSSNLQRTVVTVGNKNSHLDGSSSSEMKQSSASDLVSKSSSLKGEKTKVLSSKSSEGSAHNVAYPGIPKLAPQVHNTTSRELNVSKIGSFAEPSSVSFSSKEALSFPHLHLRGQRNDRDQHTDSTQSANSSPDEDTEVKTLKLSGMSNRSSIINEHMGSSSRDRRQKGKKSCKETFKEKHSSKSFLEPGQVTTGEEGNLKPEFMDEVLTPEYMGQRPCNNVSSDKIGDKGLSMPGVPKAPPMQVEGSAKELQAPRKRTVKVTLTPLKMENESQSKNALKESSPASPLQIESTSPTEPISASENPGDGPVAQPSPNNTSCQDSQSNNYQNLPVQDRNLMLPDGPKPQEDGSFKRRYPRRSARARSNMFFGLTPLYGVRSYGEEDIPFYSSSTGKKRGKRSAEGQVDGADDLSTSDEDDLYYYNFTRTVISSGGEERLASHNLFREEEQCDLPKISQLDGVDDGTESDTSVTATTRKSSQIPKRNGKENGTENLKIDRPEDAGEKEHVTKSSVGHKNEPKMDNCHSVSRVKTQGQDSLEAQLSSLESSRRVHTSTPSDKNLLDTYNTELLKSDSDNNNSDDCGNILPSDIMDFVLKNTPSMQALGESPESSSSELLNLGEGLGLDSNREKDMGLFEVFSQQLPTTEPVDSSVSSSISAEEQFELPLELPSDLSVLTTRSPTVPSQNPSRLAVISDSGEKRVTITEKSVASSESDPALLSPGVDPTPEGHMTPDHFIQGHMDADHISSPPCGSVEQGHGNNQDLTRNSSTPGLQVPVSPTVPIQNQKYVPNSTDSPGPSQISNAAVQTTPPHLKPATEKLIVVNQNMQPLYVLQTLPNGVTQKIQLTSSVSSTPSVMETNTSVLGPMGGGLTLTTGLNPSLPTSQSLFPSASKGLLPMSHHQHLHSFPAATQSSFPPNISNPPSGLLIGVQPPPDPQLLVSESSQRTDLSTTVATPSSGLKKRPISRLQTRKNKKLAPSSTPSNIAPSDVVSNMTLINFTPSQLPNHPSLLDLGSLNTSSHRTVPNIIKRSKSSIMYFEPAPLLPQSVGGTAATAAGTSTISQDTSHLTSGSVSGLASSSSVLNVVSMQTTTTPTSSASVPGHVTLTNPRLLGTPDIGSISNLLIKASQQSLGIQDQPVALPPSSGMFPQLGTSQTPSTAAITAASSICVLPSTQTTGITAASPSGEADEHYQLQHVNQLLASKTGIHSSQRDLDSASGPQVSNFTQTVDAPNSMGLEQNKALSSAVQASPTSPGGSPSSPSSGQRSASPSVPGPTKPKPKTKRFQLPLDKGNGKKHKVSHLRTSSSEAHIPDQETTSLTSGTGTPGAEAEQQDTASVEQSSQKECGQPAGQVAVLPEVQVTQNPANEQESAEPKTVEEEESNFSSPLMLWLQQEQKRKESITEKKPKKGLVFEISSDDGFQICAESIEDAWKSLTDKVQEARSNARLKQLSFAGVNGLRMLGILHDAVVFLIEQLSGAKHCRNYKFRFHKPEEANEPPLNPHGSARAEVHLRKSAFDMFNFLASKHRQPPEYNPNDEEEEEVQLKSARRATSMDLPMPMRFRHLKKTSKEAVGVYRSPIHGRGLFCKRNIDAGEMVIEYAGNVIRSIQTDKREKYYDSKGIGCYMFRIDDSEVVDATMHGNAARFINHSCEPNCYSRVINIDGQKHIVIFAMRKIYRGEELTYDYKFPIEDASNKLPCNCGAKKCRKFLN
#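 Steps: dispense CXXC domain solution (7 uM) → pin compounds or unlabeled HOX-A9 DNA control → 5 min ambient → add FLSN-HOX-A9 solution (50 nM) → spin → 30 min ambient → fluorescence polarization. Tris pH 7.5/NaCl/DTT/BSA buffer.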
# BRCA1 expr act – increases BRCA1 expression; Potency, µM (top dose mostly 46.1 µM), without a hit: top-dose activation, hits mostly activators; MCF7-BRCA1-FFLuc reporter, luminescence, 48 h; response scale: scaled: vehicle 0%, 10 µM genistein 100%; 1.1% of 380,000 active; AID 624202; further: potency means the concentration at half of the fitted maximal effect; nearly all actives have a fitted effect of over 80% in size; some results filed as inactive show a strong effect at the top dose
#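 Quantitative HTS in MCF7 cells stably reporting BRCA1 expression via firefly luciferase. Compound treatment lasts 48 h at 37 °C in phenol-red free MEM. Activation is expressed relative to genistein at 10 microM and DMSO.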
# ELG1 DNA repair – ELG1-dependent DNA repair inhibition. HEK293T ELG1-luciferase reporter, luminescence, 16 h; DNA damage induced by 5-fluorouridine. Potency, µM (titrated, usually from 46.1 µM), without a hit: at the highest dose activity change, negative = inhibition, hits mostly inhibitors. 2.3% of 330,000 active. AID 504467; further: potency means the concentration at half of the fitted maximal effect; on the % scale 0 is the no-effect control and ±100 the full control effect; nearly all actives have a fitted effect of over 55% in size
#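 HEK293T cells expressing luciferase-tagged ELG1 (2,000/well) received 5-Fluorouridine plus compound or DMSO for 16 hr at 37 °C. Luciferase was read by ONE-Glo luminescence after 30 min at room temperature.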
# An asterisk follows results filed as active; ? = inconclusive; · = not tested or not shown; & = joins results of further samples; [ ] = dose if it differs, or a comment. Unless noted, the call rests on the fitted dose curve; in most records, active means well fitted curve in the direction sought with a large enough effect; inconclusive means small, poorly fitted or top-dose-only effect, or another doubt; inactive means no such curve, though single readings can be large; an effect the other way counts as inactive or inconclusive.
SMILES,p53 reactivation,A-T KAP1 phos,B2AR arrestin,a7 integrin act,TRPV1 agonist,TCR act,PTAP TSG101 blk,MLL CXXC-DNA inh,BRCA1 expr act,ELG1 DNA repair
C/C(=C/C=N/Nc1nc(N2CCCCC2)nc(N2CCCCC2)n1)c1ccccc1,0%,1%,-1.8%,-16%,23,·,-2%,9%,-6%,-2%
CC(C)Oc1cccc(C(=O)C2CCCN(Cc3cnc(N4CCCC4)s3)C2)c1 (stereo unspecified),6%,6%,-0.4%,-10%,?,2%,-1%,3%,-28%,?
C=CCn1c(C2CC(=O)N(c3ccc(C)cc3)C2)nc2ccccc21 (stereo unspecified),-3%,8%,0.2%,-23%,?,5%,-2%,-1%,-4%,-5%
O=C(CN1CCN(C(=O)C2COc3ccccc3O2)CC1)Nc1ccc(F)cc1 (stereo unspecified),-1%,2%,0.1%,29%,·,3%,-2%,-6%,-14%,-15%
CN(C)c1ccc(-c2nnc(-c3cccs3)o2)cc1,?,-1%,-0.2%,-11%,?,3%,-3%,10%,?,?
C=C1CCN([C@@H](C)C(=O)NCc2ccc(Cl)cc2)S(=O)(=O)c2ccccc21,4%,-5%,-0.5%,-13%,10,0%,0%,-2%,0%,?
O=C(NC(c1ccccc1)c1ccccc1)c1cccc(S(=O)(=O)NCc2ccccc2)c1,-3%,9%,8.3%,3%,1,1%[46.1 µM],-2%,6%,-75%,?
CCN1CCN(C(=O)CN(C)S(=O)(=O)c2ccc(Cl)cc2)CC1,-1%,·,-0.2%,3%,3,9%,-1%,-13%,0%,13%
CCCNC(=O)C(NS(=O)(=O)c1ccc2c(c1)c(=O)n(C)c(=O)n2C)c1ccccc1 (stereo unspecified),6%,0%,0.1%,2%,·,2%,-3%,-2%,2%,7%
CC(C)=CCCC(C)CN1CCC(n2nccc2NC(=O)C2CCCC2)CC1 (stereo unspecified),-16%,3%,0.3%,-5%,?,0%,-8%,-1%,-6%,-6%
COc1ccc(CN(C(=O)c2oc3ccccc3c2C)C2CCS(=O)(=O)C2)cc1 (stereo unspecified),-10%,7%,0.4%,-7%,6,3%,-3%,9%,-37%,?
O=C1CN(C(=S)NC(=O)c2ccccc2[N+](=O)[O-])CCN1,14%,9%,-1.0%,?,2,-2%,-7%,?,0%,16%
O=c1nc2s/c(=C\c3ccco3)c(=O)n2nc1Cc1ccc(F)cc1,1%,-2%,-0.1%,?,2,-1%,0%,-29%,-1%,7%
COC(=O)C1=C(C)N(Cc2ccccc2)C(=NCCc2ccccn2)N[C@H]1c1cccc(F)c1,8%,-6%&-10%,-0.8%&-1.6%,-4%,7&2,-2%,-15%,47%&-9%[activator],-31%,-3%
OCCCc1cn(CC2CCCCC2)nn1,·,-1%,-0.2%,11%,1,5%,-1%,-2%,13%,0%
Cc1ccc(C)c(S(=O)(=O)N2CCN(C(=O)c3cncc(Br)c3)CC2)c1,-7%,3%,-0.1%,4%,1,-4%,-4%,0%,-6%,-17%
CCOc1ccc(Br)cc1S(=O)(=O)N1CCC(C(=O)O)CC1,2%,2%,-0.2%,10%,0,1%,-4%,-3%,0%,1%
COc1cccc(C(=O)OCC(=O)c2ccc(Br)s2)c1,-6%,1%,2.8%,-3%,18,-8%,-2%,-10%,2%,6%
COc1ccccc1/C=C/C(=O)OCC(=O)Nc1ccc(Cl)cn1,9%,-1%,0.3%,9%,6,0%,-2%,-4%,-57%,22%
O=C(Nc1ccc(S(=O)(=O)N2CCCC2)cc1)C1CC(=O)N(CCc2ccc(F)cc2)C1 (stereo unspecified),-1%,0%,2.8%,15%,5,4%,-9%,·,-18%,-18%
Cc1ccc2c(c1)[nH]c1c(=O)n(CCN3CCCCC3)cnc12,12%,1%,-0.3%,-16%,9,3%,-1%,1%,-47%,3%
CCC1Sc2ccc(S(=O)(=O)CCC(=O)Nc3ccccc3Br)cc2NC1=O (stereo unspecified),-3%,0%,-0.1%,-33%,2,3%,-6%,-4%,-10%,-19%
CSc1nsc(SCC(=O)NCc2ccc(C)cc2)n1,·,6%,-0.3%,-12%,11,·,0%,-4%,0%,-2%
COc1ccc(-c2cc3cc4c(cc3cn2)OCO4)cc1,16%,5%,-1.4%,0%,·,4%,0%,·,?,?
CCOC(=O)N1CCN(C(=O)CSc2nnc(-c3c[nH]c4ccccc34)n2CCOC)CC1,-6%,-1%,0.5%,-32%[inhibitor],0,-4%,-6%,5%,1%,-10%
SMILES,p53 reactivation,A-T KAP1 phos,B2AR arrestin,a7 integrin act,TRPV1 agonist,TCR act,PTAP TSG101 blk,MLL CXXC-DNA inh,BRCA1 expr act,ELG1 DNA repair
CC(NC(=O)C1CCN(C(=O)[C@@H]2Cc3ccccc3CN2)CC1)c1ccccc1 (stereo partly specified),6%,-5%,0.3%,15%,1,0%,-8%,2%,7%,18%
CCCN(C(=O)CSc1nnnn1C)c1c(N)n(Cc2ccccc2)c(=O)[nH]c1=O,3%,-8%,-0.2%,0%,-2,2%,0%,2%,-11%,12%
N#CCNC(=O)C1c2ccccc2Oc2ccccc21,5%,3%,-0.4%,-9%,2,·,1%,-8%,-8%,4%
CCCNC(=O)Nc1ccc(F)c(Cl)c1,0%,-3%,0.2%,-29%,7,-5%,-5%,0%,11%,15%
Cc1ccc(-c2c[n+](CC(=O)c3cccs3)c3n2CCC3)cc1,2%,18%,-0.5%,-34%[inhibitor],-5,2%,0%,-13%,-30%,?
NC(=O)c1ccsc1NC(=O)CS(=O)(=O)c1ccc(F)cc1,2%,6%,-0.2%,9%,1,-5%,-2%,·,53%,23%
N#CCNc1ccc([N+](=O)[O-])cc1C#N,0%,-7%,-0.6%,-11%,7,-1%,0%,0%,-1%,-5%
Cc1ccccc1NC(=O)Cc1nc(COC(=O)CC(C)c2ccccc2)cs1 (stereo unspecified),-3%,3%,-3.7%,-10%,14,·,-1%,·,-7%,-4%
O=C(O)CCC(=O)/C=C/c1ccccc1,16%,-2%,6.3%,-5%,1,5%,0%,-21%,8%,0%
Cc1ccc(S(=O)(=O)N2CCC(C(=O)OCC(=O)N(C)CC(=O)Nc3ccc(F)cc3)CC2)cc1C,4%,-1%,0.0%,17%,25,1%,-5%,·,-6%,1%
Cc1ccc(S(=O)(=O)N2CCCC2C(=O)Oc2ccccc2)cc1 (stereo unspecified),8%,-6%,0.2%,11%,8,3%,-2%,5%,4%,7%
COc1cc(C(C)=O)ccc1OCC(O)CNCC1(N2CCCCC2)CCCCC1 (stereo unspecified),-4%,0%,-0.3%,-14%,5,1%,-4%,-15%,0%[1.84 µM],?
Cn1ncc(Cl)c1C(=O)NC1CCCC1,·,3%,-0.2%,9%,3,7%,-4%,-3%,3%,-5%
COc1ccc(NS(=O)(=O)c2cccc(C(=O)N/N=C/c3ccc(O)cc3)c2)cc1,5%,6%,0.3%,-48%[inhibitor],0,4%,0%,4%,15%,12%
Cn1c(-c2ccc(F)cc2)cnc1SCC(=O)N1CCCCC1,1%,7%,-0.2%,10%,?,11%,-11%,4%,0%,?
O=C(NC1CCCC1)C(c1ccc(F)cc1)N(C(=O)c1csnn1)c1ccccc1 (stereo unspecified),1%,10%,0.1%,7%,-4,3%,0%,-6%,-2%,19%
CC(CC(=O)O)CC(=O)N1CCN(S(=O)(=O)c2cccs2)CC1 (stereo unspecified),10%,2%,-0.2%,22%,-2,-2%,-1%,13%,1%,5%
CCn1c(O)c(N=NC(=O)c2cccc(S(=O)(=O)N3CCCCC3)c2)c2ccccc21,-19%,-7%,0.1%,-26%,9,-2%[46.1 µM],-1%,10%,-77%,23µM*
Cc1cccc(NC(=O)CCCn2cc([N+](=O)[O-])cn2)n1,-1%,2%,0.2%,0%,12,0%,-4%,3%,0%,8%
COC(=O)c1cccc(Oc2cccc(C(F)(F)F)c2)n1,4%,-2%,-0.2%,15%,20,-2%,-2%,-2%,27%,-4%
C/C(=N/OC(=O)c1ccc(Br)cc1)c1ccc(C)cc1,27%,-10%,-0.7%,16%,1,·,0%,10%,14%,-26%
Cc1ccc(-c2nn(-c3ccccc3)cc2NC(=O)CCl)cc1,-11%,33%,0.1%,-58%[inhibitor],-5,-5%,-3%,-3%,-61%,?
COc1ccc(NC(=O)c2cccnc2C(=O)O)c(OC)c1,4%,-3%,-0.8%,-7%[7.66 µM],-1,-4%,-6%,-22%,8%,19%

# Results in a7 integrin act, for some of the entries so far:
Molecule	a7 integrin act
COC(=O)c1cccc(Oc2cccc(C(F)(F)F)c2)n1	15%
C/C(=N/OC(=O)c1ccc(Br)cc1)c1ccc(C)cc1	16%
